KDM5B inh = KDM5B demethylase inhibition. Q9UGL1. KDM5B demethylase, FDH-coupled NADH fluorescence (FDH is formaldehyde dehydrogenase). Potency, µM (top dose mostly 57.7 µM), for inactives: at the highest dose activity change, negative = inhibition, actives largely listed as inhibitors. hit rate 2.6% among 220,000; active means well fitted inhibition curve with a large enough effect; inconclusive means small, poorly fitted or top-dose-only effect; inactive means no such curve, though single readings can be large or run the other way; further: 0% is about no effect; nearly all actives have a fitted effect of over 70% in size
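Measured: NADH fluorescence change, 30 min, RT. System: KDM5BΔAP 200 nM final, H3K4me3 peptide, α-KG, Fe(II), ascorbate, NAD⁺ plus FDH, pH 7.5 HEPES. Compounds: titrated, 10 min pre-incubation with enzyme.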
Active calls of the source: *; ? = inconclusive; [ ] = dose if it differs, or a comment. Potency means the concentration at half of the fitted maximal effect. The list is partial; the hit share may differ from the screen's.

SMILES	KDM5B inh
O=C(OC(C(=O)c1ccccc1)c1ccccc1)c1ccco1 (stereo unspecified)	-11%
Cc1cccc2cc(C(=O)O)[nH]c12	17%
CCOCCCNc1nc(-c2ccc(S(=O)(=O)N3CCCCCC3)cc2)cs1	?
CC(C)OC(=O)N1CCC(COc2ccc3c(cnn3CCC(=O)O)c2)CC1	-6%[86.2 µM]
CC(C)c1ccccc1NC(=O)c1ccc2ccccc2n1	16%
Cc1[nH]cnc1CN1CCc2nc(C(=O)NCCOc3ccccc3)oc2CC1	-5%[86.2 µM]
CC1(C)Cc2cccc(OCC(=O)OCC(=O)Nc3ccccc3)c2O1	7%
Cn1nccc1-c1cc2c(cn1)CN(Cc1ccncc1)CCN2	35µM*
O=C(Nc1ccccc1NC(=O)c1ccncc1)c1ccncc1	-23%
CN1C[C@H]2CN(c3cncc(C(N)=O)n3)C[C@@]2(C(=O)O)C1	-25%
O=C(c1ccc(F)c(F)c1)N1CCN(C(=O)c2nnn3c2COC(c2ccc(Cl)cc2)C3)CC1 (stereo unspecified)	-11%
CC(Oc1ccc(Br)cc1Cl)C(=O)NN (stereo unspecified)	47%[activator]
COc1ccc(CCNC(=O)CSc2nc(-c3ccc(OC)c(OC)c3)ccc2C#N)cc1	?
COc1ccc2nc(C[C@@H]3C[C@@H](C(C)C)[C@H](CNCc4ccccn4)C=C3C)[nH]c2c1	-3%[86.2 µM]
CCOC(=O)c1cc(NC(=O)CC2Sc3ccccc3NC2=O)cc(C(=O)OCC)c1 (stereo unspecified)	20%
S=C(NCCC(c1ccccc1)c1ccccc1)Nc1ccc(Nc2ccccc2)cc1	-7%
O=C(CCC[C@@H]1[C@H]2CCCN3CCC[C@@H](CN1Cc1cccnc1)[C@@H]23)NCCN1CCOCC1	?
Cc1ccc(C(O)CNC(=O)Nc2ccccc2)cc1 (stereo unspecified)	-7%
CCN(Cc1nc2ccccc2c(=O)[nH]1)C(=O)Cc1csc(-c2c(Cl)cccc2Cl)n1	16%
CCCCN(CC)CCNC(=O)C1CCCN(S(=O)(=O)c2cccc3nsnc23)C1 (stereo unspecified)	?
C[C@H](C(=O)N1Cc2ccccc2CC2(CCN(C)CC2)C1)c1ccccc1	20%[115 µM]
O=C(Nc1ccc(F)c(F)c1)c1cc2n(n1)CC(c1ccc(Cl)cc1)OC2 (stereo unspecified)	-17%
O=C(N[C@@H]1CCOC[C@H]1O)c1cnn2cc(CCO)cnc12	28µM*
Cc1ccc(-c2cc(NC(=O)C(C)Oc3ccccc3F)on2)cc1 (stereo unspecified)	-16%
Cc1nc2cccnc2n1CC1CCCN(S(=O)(=O)c2ccc(C(F)(F)F)cc2)C1 (stereo unspecified)	-3%
Cc1ccc(C(=O)c2ccccc2C(=O)OCc2ccccc2Cl)cc1	0%
COc1ccc(CC(=O)NCc2ccc3c(c2)CCN3C(=O)c2ccc(Cl)cc2)cc1OC	-21%
Cc1ccc(C(=O)NCc2nnc3c(-c4nc(C)no4)cccn23)cc1	28µM*
CC1C(=O)Nc2ccc(S(=O)(=O)Nc3ccccc3Br)cc2NC1=O (stereo unspecified)	12%
Cc1c(C)n(CCc2ccccc2)c2ncnc(NN)c12	?

Arranged by value in KDM5B inh (lowest first): some entries from above.
smiles	KDM5B inh
COc1ccc(CC(=O)NCc2ccc3c(c2)CCN3C(=O)c2ccc(Cl)cc2)cc1OC	-21%
O=C(Nc1ccc(F)c(F)c1)c1cc2n(n1)CC(c1ccc(Cl)cc1)OC2 (stereo unspecified)	-17%
Cc1ccc(-c2cc(NC(=O)C(C)Oc3ccccc3F)on2)cc1 (stereo unspecified)	-16%
Cc1nc2cccnc2n1CC1CCCN(S(=O)(=O)c2ccc(C(F)(F)F)cc2)C1 (stereo unspecified)	-3%
Cc1ccc(C(=O)c2ccccc2C(=O)OCc2ccccc2Cl)cc1	0%
CC1C(=O)Nc2ccc(S(=O)(=O)Nc3ccccc3Br)cc2NC1=O (stereo unspecified)	12%

(list continues)
SMILES	KDM5B inh
Cc1sc2ncn(CC(=O)N3CCN(c4cccc(Cl)c4)CC3)c(=O)c2c1S(=O)(=O)N1CCN(c2ncccn2)CC1	?
COc1ccccc1C(=O)Nc1ccc2oc(-c3cccc4c(Br)cccc34)nc2c1	-63%
CC(C)NS(=O)(=O)c1cccc(C(=O)OCc2nc3ccccc3o2)c1	?
CCc1ccc(Nc2nc3c(S(=O)(=O)c4cccc(Cl)c4)nnn3c3ccsc23)cc1	13%
CCN(CC1CCOCC1)C(=O)c1cc(COc2ccccc2F)[nH]n1	-3%
O=C(CNC(=O)c1ccc(Cl)cc1Cl)Nc1ccc(F)cc1	-4%
CCOCCn1c(N2CCC(C)CC2)nc2c1c(=O)[nH]c(=O)n2C	15%
O=c1c2c(nc(NCCO)n1C1CCCCC1)-c1ccccc1CC21CCCC1	?
CCCn1c(CN(C)Cc2ccccc2)nc2c1c(=O)n(C)c(=O)n2C	-9%
O=C(CSc1nnc(-c2cccnc2)o1)c1ccc(S(=O)(=O)N2CCCC2)cc1	7%
Cn1c(=O)c2ccccc2n(CC(=O)Nc2ccc3c(c2)OCCO3)c1=O	7%
CN(C)S(=O)(=O)N1CCCC(c2nc(-c3cccnc3)no2)CCNC(=O)CC1 (stereo unspecified)	-13%
COCCNC(=O)c1ccc2c(c1)N(C)C(CC(=O)N1CCC(O)CC1)CO2 (stereo unspecified)	28µM*
O=C(CSc1nc(-c2ccccc2)cn1-c1ccccc1F)Nc1ccc(F)cc1	?
N#Cc1c(NCc2ccccc2)ccnc1Cl	-2%
Cc1cc(NC(=O)C2CCCN(S(=O)(=O)c3ccc4[nH]c(=O)oc4c3)C2)ccc1Br (stereo unspecified)	8%
Cc1ccccc1Cn1c(=O)n(CC2CCC(C(=O)N3CCC(C)CC3)CC2)c(=O)c2sccc21 (stereo unspecified)	-23%
Cc1ccc(NC(=O)N2CC(C(=O)N(C)C)C3(CCOCC3)C2)cc1Cl (stereo unspecified)	13%
COc1cccc(-c2cccc(CN)c2)c1	15%[149 µM]
COc1ccc(NC(=O)COC(=O)c2cc3ccccc3cc2O)cc1Cl	7%
Cc1cc(F)ccc1S(=O)(=O)Nc1nc2ccccc2nc1Cl	?
CC(=O)Nc1cccc(NC(=O)COc2ccc3c(=O)c(-c4ccccc4)c(C)oc3c2)c1	12%
Cc1cc(C)c(-c2n[nH]c3c2C(c2ccccc2F)N(Cc2ccco2)C3=O)c(O)c1 (stereo unspecified)	-14%
CN1CCN(C(=O)CCN2C(=O)/C(=C\c3ccc(Cl)cc3Cl)SC2=S)CC1	-9%
CN(C)c1ccc(C(=O)Nc2cccc(S(=O)(=O)NC3=NCCCCC3)c2)cc1	-3%
CS(=O)(=O)c1ccc(NC(=O)COc2ccccc2C(N)=O)cc1	15%
COc1ccc(-c2ccc(=O)n(CC(=O)N3CCC(Cc4ccccc4)CC3)n2)cc1	?
CN(Cc1ccccc1)C(=O)C1CCCN(Cc2cccc3ccccc23)C1 (stereo unspecified)	-24%
Cc1ccccc1-c1cc(C(=O)NCCc2ccccc2)c2ccccc2n1	-28%
Cc1nc(-c2cnccn2)n(CC(=O)Nc2cccc(Cl)c2)c(=O)c1C	7%

Entries listed so far that contain bromine, in the order listed:
SMILES	KDM5B inh
CC(Oc1ccc(Br)cc1Cl)C(=O)NN (stereo unspecified)	47%[activator]
CC1C(=O)Nc2ccc(S(=O)(=O)Nc3ccccc3Br)cc2NC1=O (stereo unspecified)	12%
COc1ccccc1C(=O)Nc1ccc2oc(-c3cccc4c(Br)cccc34)nc2c1	-63%
Cc1cc(NC(=O)C2CCCN(S(=O)(=O)c3ccc4[nH]c(=O)oc4c3)C2)ccc1Br (stereo unspecified)	8%

In the list so far, two have a cyano group:
SMILES	KDM5B inh
COc1ccc(CCNC(=O)CSc2nc(-c3ccc(OC)c(OC)c3)ccc2C#N)cc1	?
N#Cc1c(NCc2ccccc2)ccnc1Cl	-2%

(next part)
SMILES	KDM5B inh
O=C(N[C@@H]1CCC[C@@H]1C(=O)N1CCN(c2ccccn2)CC1)c1ccncc1	-19%
COCCN1CCOc2nc(-c3ccc(C(=O)N(C)C)cc3)ncc2C1=O	-21%[86.2 µM]
Cc1nc2cc(NC(=O)COc3ccccc3Cc3ccccc3)ccc2o1	-10%
CC1=C(C(=O)OCc2ccc3c(c2)OCO3)C(c2cccc(Cl)c2Cl)CC(=O)N1 (stereo unspecified)	-13%
CC/C(=N\O)c1cccs1	9%
COc1ccc(OC)c(S(=O)(=O)NCc2ccc(N3CCN(C)CC3)cc2)c1	-3%
CCOc1cc(C(=O)Nc2ccc(-c3nc4cc(Cl)ccc4o3)cc2)cc(OCC)c1OCC	-23%
COC(=O)c1ccc(COc2ccc3c(=O)c(-c4ccccc4OC)c(C)oc3c2)cc1	-1%
O=C(c1ccccc1C(F)(F)F)N1CCOc2ccc(CN3CCOCC3)cc2C1	-14%
CNC(=O)c1cc(-c2ccc([S+](C)(=O)[O-])cc2)cc2c1OCCN2Cc1cccnc1	35µM*
Cc1ccc(C(=O)Nc2cccn3nc(C4CCC4)nc23)cc1C	?
CCN1C(=O)C2CC3(CCN(C(=O)c4cc5ccc(OC)cc5[nH]4)CC3)CN2C1=O (stereo unspecified)	?
CCCOc1nccnc1NC1CCN(C(=O)c2ccsc2)CC1	28µM*
COc1cccc(CN2Cc3cc(NC(=O)c4cccs4)ccc3OCC2=O)c1	-20%
Cc1ccc2nc(C)c(C(=O)NCC(=O)Nc3c(C)cccc3C)cc2c1	-9%
Cc1ccc(CN2CCN(C(=O)c3ccn(COc4cccc(Cl)c4)n3)CC2)cc1	1%
Cc1ccc(Nc2c(-c3ccc(C)cc3)nc3ccc(C)cn23)cc1	?
O=C(CCS(=O)(=O)C1CCCC1)NCC(O)c1cccc(Cl)c1 (stereo unspecified)	10%
CCCCCn1nc(C(=O)Nc2cccc(S(=O)(=O)NC3=NCCC3)c2)c2ccccc2c1=O	9%
CCN1CCN(S(=O)(=O)c2ccc(Cl)c(C(=O)N3CCN(c4ccccn4)CC3)c2)CC1	12%
CCOC(=O)Cc1ccc(NC(=O)Nc2nnc(N3CCCC3)s2)cc1	18%
CC(C)CCCC(C)NC(=S)NN (stereo unspecified)	?
COc1ccc(C2Cn3nnc(C(=O)N4CCN(C(=O)c5cccc(F)c5)CC4)c3CO2)cc1 (stereo unspecified)	-18%
CC(C)n1nc(OC(C)(C)C(=O)NC2CCC(O)CC2)c2cc(CN3CCOCC3)ccc21 (stereo unspecified)	25µM*
COc1ccc(-c2n[nH]c3c2CC(=O)N(c2ccccc2)C3)cn1	-20%[86.2 µM]
COc1ccc(NC(=O)CSc2nc3c(=O)[nH]cnc3n2C)c(OC)c1	12%
O=C1COc2cc(S(=O)(=O)CCC(=O)N3CCN(c4ccccc4)CC3)c(Cl)cc2N1	-52%
Cc1ccccc1-c1nc(CSCC(=O)NCc2ccc3c(c2)OCO3)c(C)o1	-16%
O=S(=O)(c1ccc(Br)cc1)c1nnn2c1nc(Nc1cccc(C(F)(F)F)c1)c1sccc12	?
O=C(O)c1ccc(-c2ccccc2)cc1C(=O)O	-3%
CC(C)CC(=O)N1CCC(Oc2ccccc2-c2nc(C3CCOCC3)no2)C1 (stereo unspecified)	?
CCOc1ccccc1CN1CCC(N2CCOCC2)CC1	?
O=C(CSc1nc2ccccc2c(=O)n1CC1CCCO1)Nc1ccc2[nH]c(=O)[nH]c2c1 (stereo unspecified)	-12%
Cc1cc(C)c2nc(-c3ccc(Cl)s3)cc(C(=O)O)c2c1	?
O=C1CS/C(=N/N=C\c2ccn[nH]2)N1	-7%
Cc1cc(C(=O)NCC(C)C)c2c(C3CCNC3)noc2n1 (stereo unspecified)	-9%[149 µM]
NC(=O)C1CCN(C(=O)c2cc(C3CC3)nc3ccccc23)CC1	14%
Cc1ccc(S(=O)(=O)Nc2ccccc2C(=O)NCc2cccnc2)cc1	-15%
NC(=O)c1nsc(C(=O)N(Cc2ccc(F)cc2)C(C(=O)NC2CCCC2)c2ccco2)c1N (stereo unspecified)	?
O=C1CC(c2ccccc2)N(C(=O)CNC(=O)Cn2ccnc2)CCCCCN1 (stereo unspecified)	-18%
Cc1ccccc1NC(=O)c1nc2ccccc2nc1Cl	-12%
COc1ccc(CCC(=O)N2CCCOCCNC(=O)[C@@H]3CCCC[C@@H]32)cc1	8%
N#Cc1nc(C2CC2)oc1N1CCN(Cc2ccc(Cl)cc2Cl)CC1	4%
COc1ccc(NC(=S)N2CCN(S(=O)(=O)c3ccc(F)cc3)CC2)cc1	3%
CCCn1c(=O)n(CC(=O)Nc2ccc(F)cc2)c(=O)c2c1nc(C)n2CCOC	4%
COCc1cc(C[C@@H]2C[C@H](NC(=O)c3ccco3)C2(C)C)no1	24%[86.2 µM]
COc1cc2ccccc2cc1C(=O)N1CCN(CC(=O)Nc2cccc(F)c2)CC1	-21%
O=C(NC1CCCC1)NC1CCN(c2nc3ncccc3o2)CC1	35µM*
Cc1ccc(S(=O)(=O)N2CCOCC2)cc1NC(=O)CN1CCN(C)CC1	37%
CCc1cccc(C)c1NC(=O)CN1C(=O)NC(c2ccc(Cl)cc2)C2=C1COC2=O (stereo unspecified)	-6%
(further entries)
SMILES	KDM5B inh
O=C(CN1CCN(c2ccccn2)CC1)Nc1cccc(Br)c1	7%
CSc1ncc(Cl)c(C(=O)Nc2ccc(S(=O)(=O)N3CCCCC3C)cc2)n1 (stereo unspecified)	-11%
Oc1ccc(-c2nc(C3CC3)nc3c2CCN(Cc2ccccc2C(F)(F)F)CC3)cc1	-23%
Cc1ccc(C)c(Cn2c(=O)n(Cc3ccc(C(=O)NC4CCN(Cc5ccccc5)CC4)cc3)c(=O)c3ccccc32)c1	12%
O=C1c2c(nc(COc3ccc(F)cc3)n2Cc2ccccc2)NCCN1CCOc1ccccc1	-13%
CCOc1ccccc1NC(=O)Cn1c(-c2ccccc2)nc(C)cc1=O	-9%

Compound activity as filed in PubChem.
